High-throughput results: PubChem, several laboratories
Bfl-1 displacement – Bfl-1 inhibitors, primary screen, biochemical, fluorescence polarization, FITC-Bid, mouse (AID 432). Bcl-2-related protein A1 (Mus musculus). FITC-Bid BH3 peptide fluorescence polarization displacement; higher % means a stronger effect. displacement, % at 20 µM, or IC50 in µM where a hit was titrated. hit rate 0.02% among 64,000; in the data active means a potency from the dose series; inactive means the rest, 99 in 100 with displacement below about 15%; further: strong numbers were not always called active
Alkaline phosphatase – human TNAP enzyme inhibitors, biochemical, luminescent (AID 518); Alkaline phosphatase, tissue-nonspecific isozyme (Homo sapiens); purified TNAP enzyme, luminescent substrate readout; higher % means a stronger effect; inhibition, % at 20 µM; hits with a dose series show IC50 in µM; hit rate 0.09% among 64,000; in the data active means a potency from the dose series; inactive means the rest, 99 in 100 with inhibition below about 22%;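 further: plate controls were vehicle for no effect and reference inhibitor for full effect; many of its hits are not listed in these tables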
DPM-DC inhibit – S. pneumoniae DPM-DC inhibitors, primary screen, biochemical, PK/LDH-coupled NADH fluorescence; AID 556, 2006; diphosphomevalonate decarboxylase (Streptococcus pneumoniae D39); purified DPM-DC; calls only at 10 µM; hit rate 0.49% among 65,000;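 active means the 320 compounds with the highest percent inhibition in the single-dose primary screen, excluding strongly autofluorescent ones, cut at about 32% in these data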;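 further: kinetic rate of NADH fluorescence loss reporting ADP formed by the decarboxylase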
HPDE-C7 viability – cytotoxicity in HPDE-C7 cells, cell-based, fluorescence, HTS (AID 430) | HPDE-C7 pancreatic duct cells viability, fluorescence; higher % means a stronger effect | cytotoxicity, % at 10 µM, or EC50 in µM where a hit was titrated | hit rate 1.8% among 63,000;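 further: cells exposed to compound for 48 hours before viability readout; 0% = vehicle and 100% = reference cytotoxic drug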
KRASV12 cytotoxicity – cytotoxicity in KRAS-transformed pancreatic duct cells, primary screen, cell-based, fluorescence, HTS (AID 431); HPDE-C7K KRASV12 cells, Alamar Blue viability, 48 h; higher % means a stronger effect; one-dose cytotoxicity, % at 10 µM; EC50 in µM for titrated hits; hit rate 1.7% among 63,000;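 active means compounds whose percent cytotoxicity in the single-dose primary screen, scaled between solvent and toxic-drug controls, exceeds 50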;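 further: 0% = DMSO solvent wells and 100% = doxorubicin-treated wells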
MK inhibit – S. pneumoniae MK inhibitors, primary screen, biochemical, PK/LDH-coupled NADH absorbance; mevalonate kinase [Streptococcus pneumoniae D39]; purified MK, PK/LDH-coupled NADH absorbance 340 nm; inhibition, % at 10 µM; hit rate 0.48% among 65,000; AID 555, 2006;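 active means ranked among the strongest by inhibition in the single 10 µM screen, a fixed top-ranked set picked for dose follow-up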; further: no value below 0 was filed
PMK inhibit – S. pneumoniae PMK inhibitors, primary screen, biochemical, mevalonate pathway, pilot trial included; phosphomevalonate kinase (Streptococcus pneumoniae D39); purified PMK, PK/LDH-coupled NADH absorbance 340 nm; inhibition, % at 10 µM; hit rate 0.49% among 65,000;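 active means top-ranked compounds by inhibition in the single 10 µM screen, taking a fixed number of the strongest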;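 further: 0% = full reaction with DMSO carrier and 100% = background rate without enzyme reaction; no value below 0 was filed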
LYP phosphatase – LYP phosphatase inhibitors, primary screen, biochemical, DiFMUP fluorescence, recombinant catalytic domain, 10 µM (AID 606). Tyrosine-protein phosphatase non-receptor type 22 (Homo sapiens). recombinant LYP catalytic domain, DiFMUP fluorescence; higher % means a stronger effect. inhibition, % at 10 µM, or IC50 in µM where a hit was titrated. 52,000 tested, under 10 active;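 active means IC50 under 40 µM in the dose-response test; inactive means IC50 of 40 µM or more, or never dose-tested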
HT1080 viability – cytotoxicity in HT1080 fibrosarcoma cells, cell-based, fluorescence readout (AID 620) | one-dose cytotoxicity, % at 10 µM; EC50 in µM for titrated hits | hit rate 0.42% among 87,000 | HT1080 viability, fluorescence; higher % means a stronger effect;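 further: cells exposed to compound overnight then 4 h with Alamar Blue; 0% = vehicle DMSO and 100% = killing control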
PMK inhibit pilot replicates – second read-out of PMK inhibit, no call of its own (marks repeat the call); inhibition, %; measured here: pilot screen replicates
MK inhibit pilot replicates – second read-out of MK inhibit, no call of its own (marks repeat the call); inhibition, %; measured here: pilot screen replicates
DPM-DC inhibit pilot screen % – second read-out of DPM-DC inhibit, no call of its own (marks repeat the call); inhibition, %; measured here: pilot screen trials
* = called active by the depositor; i = inactive; . = no result given; + = active, no number. Unless noted, no stated cut-off is given here; in the data, active means cytotoxicity above about 50%; inactive means the rest.

SMILES	Bfl-1 displacement	Alkaline phosphatase	DPM-DC inhibit	HPDE-C7 viability	KRASV12 cytotoxicity	MK inhibit	PMK inhibit	LYP phosphatase	HT1080 viability	others
CC(C)[C@H](NC(=O)[C@@H]1CSCN1C(=O)OC(C)(C)C)C(=O)NCC1CCC(C(=O)O)CC1 (stereo partly specified)	-3.9%	3.2%	i	-36.2%	-17.6%	10.0	4.0	-3.5%	-2.7%	PMK inhibit pilot replicates=2.5;MK inhibit pilot replicates=0.0;DPM-DC inhibit pilot screen %=2.0
O=C(NCc1ccco1)C(c1ccc(F)cc1)N(CC1CCCO1)C(=O)Cn1nnc2ccccc21 (stereo unspecified)	-4.8%	11.0%	i	0.7%	-15.7%	6.0	0.0	10.2%	-15.7%
Cc1c(N=Cc2cc3c(cc2Cl)OCO3)c(=O)n(-c2ccccc2)n1C	-4.6%	10.3%	i	-3.1%	2.0%	2.0	3.0	6.7%	7.4%
CCC1(C)Cc2c(sc3nc4n(c(=O)c23)CCS4)CO1 (stereo unspecified)	-2.8%	13.3%	i	15.3%	20.1%	1.0	2.0	-13.4%	-6.6%
O=C(O)CCC(=O)Nc1ccc(S(=O)(=O)N2CCCC2)cc1	7.5%	11.3%	i	6.8%	0.9%	7.0	11.0	7.3%	-4.2%
COc1ccc(NC(=O)CN2CCN(CC(=O)Nc3ccccc3F)CC2)c(OC)c1	-3.8%	-7.3%	i	4.0%	1.5%	0.0	6.0	10.9%	-8.4%
C=CCNC(=O)CCCCC(=O)NCC=C	-12.5%	3.6%	i	-16.1%	-11.9%	4.0	0.0	0.9%	0.1%
CCn1nnc(NC(=O)c2cccnc2)n1	0.5%	9.9%	i	-15.0%	-22.2%	9.0	9.0	9.1%	-3.7%
COC(=O)c1ccc(OCC(O)CN(CC(C)C)CC(C)C)cc1 (stereo unspecified)	-1.0%	8.3%	i	7.4%	13.5%	5.0	9.0	-2.2%	-1.3%
O=C(CSc1ncn(-c2ccccc2)n1)Nc1ccc2c(c1)OCCO2	-0.9%	4.2%	i	1.2%	-3.4%	9.0	14.0	7.7%	-2.4%
CC(=O)Nc1nc(-c2ccccc2)nc(-c2ccccc2OC(C)=O)n1	-8.0%	8.9%	i	16.1%	26.5%	0.0	0.0	5.6%	-3.1%
CN(C)c1ccc(C2N(c3ccc(F)cc3)C(=O)C3CCCN32)cc1 (stereo unspecified)	1.3%	-1.9%	i	-19.1%	-3.1%	7.0	0.0	5.5%	-0.1%
Cc1sc2nc3n(c(=O)c2c1C)NC(=O)CC3	0.0%	9.1%	i	-7.0%	-9.5%	0.0	21.0	10.6%	-1.6%	PMK inhibit pilot replicates=0.0;MK inhibit pilot replicates=0.0;DPM-DC inhibit pilot screen %=1.0
CC(=O)c1c(N=CN(C)C)nc(C)nc1-c1ccccc1	-1.8%	7.7%	i	-0.1%	-5.1%	8.0	9.0	4.5%	0.7%
Cc1ccc2cc3cc(C(=O)N4CCCCCC4)oc3nc2c1	0.8%	8.5%	+	5.0%	10.5%	5.0	11.0	-3.0%	-3.2%

Three compounds out of the list, arranged by heavy-atom count, smallest number first.
SMILES	Bfl-1 displacement	Alkaline phosphatase	DPM-DC inhibit	HPDE-C7 viability	KRASV12 cytotoxicity	MK inhibit	PMK inhibit	LYP phosphatase	HT1080 viability	others
Cc1ccc2cc3cc(C(=O)N4CCCCCC4)oc3nc2c1	0.8%	8.5%	+	5.0%	10.5%	5.0	11.0	-3.0%	-3.2%
CN(C)c1ccc(C2N(c3ccc(F)cc3)C(=O)C3CCCN32)cc1 (stereo unspecified)	1.3%	-1.9%	i	-19.1%	-3.1%	7.0	0.0	5.5%	-0.1%
O=C(CSc1ncn(-c2ccccc2)n1)Nc1ccc2c(c1)OCCO2	-0.9%	4.2%	i	1.2%	-3.4%	9.0	14.0	7.7%	-2.4%

The list goes on.
SMILES	Bfl-1 displacement	Alkaline phosphatase	DPM-DC inhibit	HPDE-C7 viability	KRASV12 cytotoxicity	MK inhibit	PMK inhibit	LYP phosphatase	HT1080 viability	others
CC(C)(C)c1ccc(S(=O)(=O)N2CCCC2C(=O)NC2=NCCS2)cc1 (stereo unspecified)	1.8%	10.3%	i	5.8%	-4.8%	0.0	6.0	.	11.3%
COc1ccccc1C(=O)NCCC(=O)N1CC(=O)Nc2ccccc21	-1.1%	2.0%	i	0.9%	1.1%	5.0	15.0	.	-5.7%
O=C(COc1c(F)c(F)c(C(F)(F)F)c(F)c1F)Nc1ccc(N2CCOCC2)c(Cl)c1	2.6%	10.2%	i	-3.7%	-7.5%	1.0	0.0	-4.6%	-9.6%
O=C(CSc1nnc(C2CC2)n1Cc1ccccc1)c1cc2ccccc2o1	-10.8%	18.6%	i	0.2%	-1.6%	5.0	17.0	-0.8%	-8.3%
O=C(Nc1ccc(Br)c2cccnc12)c1ccc(Cn2cc(Cl)cn2)o1	-0.9%	13.3%	i	-15.9%	-7.0%	10.0	2.0	.	7.0%	PMK inhibit pilot replicates=6.0;MK inhibit pilot replicates=3.0;DPM-DC inhibit pilot screen %=0.5
CCOC(=O)CSc1nnc(-c2ccccc2NC(=O)c2ccccc2)o1	-4.7%	4.9%	i	-12.9%	-27.7%	10.0	14.0	-16.9%	4.0%
Cn1nnc(NC(=O)c2ccccc2F)n1	0.1%	5.8%	i	-4.8%	-12.1%	2.0	1.0	.	-3.3%
COc1ccc(C(CNC(=O)Cn2[nH]c(=O)c3ccccc3c2=O)N2CCCC2)cc1 (stereo unspecified)	-1.3%	1.9%	i	1.8%	-1.6%	4.0	6.0	8.3%	2.0%
Cn1c(=O)c2c(ncn2CC(N)=O)n(C)c1=O	-1.0%	-1.9%	i	7.5%	-2.8%	6.0	10.0	6.1%	-14.2%
CCOc1ccccc1-c1nnc(SCC(=O)NC2CC3CCC2C3)n1CC (stereo unspecified)	-8.1%	6.3%	i	-1.0%	-11.6%	3.0	14.0	-22.7%	7.6%
O=C(CC1CCCCC1)N1CCN(c2ccccn2)CC1	1.2%	2.6%	i	6.8%	10.4%	15.0	5.0	-12.0%	-3.9%
O=C(Cn1cnc2ccccc21)OCC(=O)N1CCc2ccccc2C1	-2.5%	4.8%	i	-12.6%	-16.2%	8.0	9.0	0.7%	-3.2%
CN(C)CCCNC(=O)c1ccc(CN(c2ccccc2)S(C)(=O)=O)cc1	0.3%	8.6%	i	-20.6%	-6.4%	0.0	0.0	-7.3%	-6.5%	PMK inhibit pilot replicates=0.5;MK inhibit pilot replicates=0.0;DPM-DC inhibit pilot screen %=0.0
CC(=O)N1CCc2cc(S(=O)(=O)NC(C(=O)NC3CCCc4ccccc43)C(C)C)ccc21 (stereo unspecified)	2.4%	12.2%	i	5.7%	7.7%	7.0	11.0	9.3%	0.1%
COc1ccc(C(=O)N2CCN(C(=O)c3ccco3)CC2)cc1	1.9%	2.7%	i	-28.8%	-14.9%	7.0	10.0	3.9%	25.0%
CC1CCN(C(=O)CN2C(=O)c3ccccc3S2(=O)=O)CC1	-4.4%	6.8%	i	-4.7%	-13.3%	1.0	6.0	-2.8%	-17.5%
O=C(NCCCn1ccnc1)Nc1ccc(Cl)c(Cl)c1	-5.2%	2.9%	i	35.7%	45.3%	11.0	8.0	10.7%	2.4%
CCOCCCNC(=O)c1c(C)[nH]c(C(=O)OCC)c1C	-6.4%	1.5%	i	-2.2%	3.6%	2.0	9.0	.	6.0%
COc1ccc(NC(=O)C2CCC(=O)N2)cc1 (stereo unspecified)	-4.6%	11.9%	i	-9.5%	1.4%	10.0	0.0	3.9%	-2.3%
COc1ccc(S(=O)(=O)n2nc(OC(=O)c3cccs3)cc2N)cc1	3.1%	10.8%	i	-2.0%	-6.7%	1.0	0.0	4.7%	2.6%
O=S(=O)(Nc1ccc2c(c1)OCCO2)c1cnc[nH]1	1.3%	10.2%	i	3.1%	6.2%	23.0	14.0	.	-4.0%
NS(=O)(=O)c1ccc(NC(=O)CSc2nnc(Cc3cccs3)n2-c2ccccc2)cc1	1.1%	12.6%	i	-13.3%	-5.3%	7.0	5.0	5.6%	3.0%	PMK inhibit pilot replicates=2.5;MK inhibit pilot replicates=0.0;DPM-DC inhibit pilot screen %=0.0
CC(C)OC(=O)c1cc2ccccc2oc1=O	-2.0%	4.9%	i	-1.9%	-12.7%	7.0	4.0	2.2%	-2.2%
CN(C(=O)COC(=O)c1ccccc1Nc1ccccc1)C1CCS(=O)(=O)C1 (stereo unspecified)	-0.1%	4.4%	i	-3.9%	-17.5%	2.0	17.0	.	-3.0%
Cc1cc2cc(CCNC(=O)c3c(-c4ccccc4Cl)noc3C)c(=O)[nH]c2cc1C	-1.1%	8.9%	i	1.2%	4.5%	0.0	9.0	8.7%	-2.8%
CC(C)Sc1nnc(Nc2ccccc2)s1	-4.3%	10.0%	i	5.9%	6.8%	0.0	9.0	0.9%	-1.0%
CCOC(=O)C1(C)NC(c2ccccc2F)C2C(=O)N(c3cccc(C(C)=O)c3)C(=O)C21 (stereo unspecified)	5.9%	16.8%	i	-4.2%	-27.8%	0.0	12.0	.	-3.4%
CCN(CCNC(=O)C1CCN(c2nnc(-n3cccc3)s2)CC1)c1ccccc1	-7.6%	6.1%	+	-7.5%	-3.7%	11.0	11.0	-1.4%	2.8%
CCOc1ccccc1C(=O)N1CCN(c2cccc(Cl)c2)CC1	-0.2%	18.2%	i	62.2%*	65.8%*	16.0	10.0	.	50.8%*	PMK inhibit pilot replicates=2.0;MK inhibit pilot replicates=1.0;DPM-DC inhibit pilot screen %=1.5
CC(=O)c1cn(CC(=O)NCc2ccc3c(c2)OCO3)c2ccccc12	3.5%	7.4%	i	-37.4%	-22.8%	2.0	3.0	2.6%	6.0%	PMK inhibit pilot replicates=0.5;MK inhibit pilot replicates=0.0;DPM-DC inhibit pilot screen %=2.0
CC1CCCC(NC(=O)COC(=O)c2ccc(S(=O)(=O)N3CCOCC3)cc2)C1C (stereo unspecified)	2.2%	1.3%	i	-13.2%	-13.7%	0.0	18.0	-0.8%	3.3%
CCC(C(=O)N1CCOCC1)n1c(C(=O)OC)cc2occc21 (stereo unspecified)	-0.5%	7.7%	i	0.2%	1.4%	9.0	15.0	-0.7%	16.8%
CCC(C)(c1ccc(C(=O)OC)s1)c1ccc(C(=O)OC)s1	8.0%	12.9%	i	10.5%	21.6%	4.0	12.0	5.2%	-14.7%
Cc1ccn2cc(CNS(=O)(=O)c3ccc(Cl)s3)nc2c1	6.8%	-28.4%	i	-16.8%	-8.5%	1.0	0.0	-3.2%	.
COc1ccccc1NC(=O)C1CCCN(S(=O)(=O)c2cnc[nH]2)C1 (stereo unspecified)	-11.5%	5.9%	i	-17.3%	-19.7%	11.0	4.0	2.0%	-4.0%
